D3 ag – qHTS of D3 Dopamine Receptor Agonist: qHTS; D(3) dopamine receptor (Homo sapiens), P35462; D3R DiscoveRx beta-arrestin cells, luminescence, 90 min; max activation, %; hit rate 0.58% among 410,000; AID 652048, 2013; in the data active means max activation above about 30%; further: 0% is about no effect; mostly tested at two doses, the higher about 12 µM
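Cells at 1500/well, incubated overnight, then treated with pinned compounds (dopamine as control) for 90 min at 37 degrees C. DiscoveRx reagent added for 30 - 60 minutes at room temperature; luminescence read.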
IL2 activator – qHTS of IL-2 Activators | activation, % (series mostly up to about 46 µM) | AID 652025, 2013 | IL-2 activation reporter assay, cell-based qHTS; stimulated with anti-CD3/CD4/CD28 beads; in transgenic mouse T cells | hit rate 0.065% among 360,000; in the data active means activation above about 50%; inconclusive means mostly about 30% to 49%; further: 0% is about no effect
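First, unstimulated transgenic mouse T cells were exposed to compound for 60 min. Next, anti-CD3/anti-CD4-coated beads with anti-CD28 were added. Finally, after 18 h at 37 degrees C, EGFP and DsRed were imaged.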
PI5P4K alpha inh – qHTS for Inhibitors of phosphatidylinositol 5-phosphate 4-kinase (PI5P4K). Phosphatidylinositol 5-phosphate 4-kinase type-2 alpha (Homo sapiens), P48426. max response, %. hit rate 1.2% among 330,000. AID 652105, 2013. PI5P4Kalpha enzyme, ADP-Glo luminescence, 60 min; hits give low values; active means max response of -50% or lower; inconclusive means between -30% and -50%; inactive means -30% or higher; further: value at the top dose of about 77 µM; on the % scale 0 is the no-effect control and ±100 the full control effect
Target sequence (P48426 whole entry, looked up): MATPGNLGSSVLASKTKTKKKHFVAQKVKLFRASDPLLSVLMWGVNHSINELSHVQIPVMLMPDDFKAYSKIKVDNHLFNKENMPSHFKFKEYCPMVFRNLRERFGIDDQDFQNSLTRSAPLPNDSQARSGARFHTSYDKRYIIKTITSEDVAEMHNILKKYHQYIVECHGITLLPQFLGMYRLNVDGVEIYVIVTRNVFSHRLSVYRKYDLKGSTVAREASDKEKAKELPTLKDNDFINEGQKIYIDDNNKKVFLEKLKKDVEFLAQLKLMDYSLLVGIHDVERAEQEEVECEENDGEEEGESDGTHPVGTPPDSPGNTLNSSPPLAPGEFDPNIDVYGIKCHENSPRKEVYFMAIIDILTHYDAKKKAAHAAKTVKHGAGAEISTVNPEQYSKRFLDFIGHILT
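Single end-point luminescence (ADP-Glo) quantified ADP from PI5P4Kalpha turnover; ATP 5 microM final, 1 h at RT, 0.1% CHAPS and 0.28 mM EGTA in HEPES pH 7.4.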
WRN helicase inh – qHTS for Inhibitors of WRN Helicase. Bifunctional 3'-5' exonuclease/ATP-dependent helicase WRN (Homo sapiens), Q14191. WRN helicase unwinding, fluorescent forked duplex, kinetic. Potency, µM (series often up to 114 µM), inactives show at the top dose activity change, negative = inhibition, most hits filed as inhibitors. hit rate 0.46% among 360,000; further: potency means the concentration at half of the fitted maximal effect; on the % scale 0 is the no-effect control and ±100 the full control effect; nearly all actives have a fitted effect of over 55% in size
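Kinetic red-fluorescence monitoring (525/598 nm) tracks WRN helicase activity after 100 nM fluorophore-quencher forked duplex and 2 mM ATP are added to 20 nM enzyme pretreated 15 min at room temperature with compound.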
DRD3 antagonist – qHTS of D3 Dopamine Receptor Antagonist: qHTS; D(3) dopamine receptor (Homo sapiens), P35462; max response, negative = inhibition, %; AID 652054, 2013; hit rate 2.5% among 360,000; D3R cells, DiscoveRx beta-arrestin luminescence, antagonist mode; hits give low values; in the data active means max response below about -50%; inconclusive means no clear call, values can overlap the other calls; further: on the % scale 0 is the no-effect control and ±100 the full control effect; mostly tested at two doses, the higher about 12 µM
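Cells plated overnight at 1500 cells/well, then exposed to library compounds with dopamine controls for 90 minutes at 37 degrees C. DiscoveRx reagent added for 30–60 minutes at room temperature; luminescence read, quantitative HTS format.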
HEK293 tox – qHTS of GLP-1 Receptor Inverse Agonists: Cytotox Screen; HEK293 cAMP-luciferase reporter cells, luminescence, 24 h; Potency, µM (top dose mostly 38.3 µM), for the others: at the top dose activity change, negative = inhibition, hits mostly inhibitors; hit rate 0.13% among 410,000;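 further: loss of luciferase light is scored as toxicity; potency means the concentration at half of the fitted maximal effect; on the % scale 0 is the no-effect control and ±100 the full control effect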
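Compound-treated cells are incubated 24 hr at 37 deg C under 5% CO2 after a 12 hour attachment period, then luciferase detection reagent is added and luminescence is measured following 12 min at room temperature; lowered signal indicates toxicity.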
GLP-1R inv ag – qHTS of GLP-1 Receptor Inverse Agonists (Inhibition Mode). Glucagon-like peptide 1 receptor (Homo sapiens), P43220. HEK293 GLP-1R CRE-luciferase, luminescence, 24 h; GLP-1R form is constitutively active. Potency, µM (top dose mostly 38.3 µM), without a hit: at the top dose activity change, negative = inhibition, actives largely listed as inhibitors. hit rate 1.6% among 410,000; further: potency means the concentration at half of the fitted maximal effect; on the % scale 0 is the no-effect control and ±100 the full control effect; nearly all actives have a fitted effect of over 55% in size
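Inverse agonists were sought by their lowering of basal cAMP reporter luciferase output in HEK293 cells stably carrying constitutively active human GLP-1R, after 24 h compound treatment.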
PLK1 PBD inh – qHTS for Inhibitors of PLK1-PDB (polo-like kinase 1 - polo-box domain): Primary Screen; Serine/threonine-protein kinase PLK1 (Homo sapiens), P53350; Plk1 PBD binding of FITC phosphopeptide, fluorescence polarization; Potency, µM, inactives show max response, negative = inhibition, actives largely listed as inhibitors; hit rate 2.8% among 360,000; AID 720504, 2013; further: potency means the concentration at half of the fitted maximal effect; series mostly up to about 57 µM; on the % scale 0 is the no-effect control and ±100 the full control effect; nearly all actives have a fitted effect of over 65% in size
Target sequence (P53350 whole entry, looked up, the tested form may be a part): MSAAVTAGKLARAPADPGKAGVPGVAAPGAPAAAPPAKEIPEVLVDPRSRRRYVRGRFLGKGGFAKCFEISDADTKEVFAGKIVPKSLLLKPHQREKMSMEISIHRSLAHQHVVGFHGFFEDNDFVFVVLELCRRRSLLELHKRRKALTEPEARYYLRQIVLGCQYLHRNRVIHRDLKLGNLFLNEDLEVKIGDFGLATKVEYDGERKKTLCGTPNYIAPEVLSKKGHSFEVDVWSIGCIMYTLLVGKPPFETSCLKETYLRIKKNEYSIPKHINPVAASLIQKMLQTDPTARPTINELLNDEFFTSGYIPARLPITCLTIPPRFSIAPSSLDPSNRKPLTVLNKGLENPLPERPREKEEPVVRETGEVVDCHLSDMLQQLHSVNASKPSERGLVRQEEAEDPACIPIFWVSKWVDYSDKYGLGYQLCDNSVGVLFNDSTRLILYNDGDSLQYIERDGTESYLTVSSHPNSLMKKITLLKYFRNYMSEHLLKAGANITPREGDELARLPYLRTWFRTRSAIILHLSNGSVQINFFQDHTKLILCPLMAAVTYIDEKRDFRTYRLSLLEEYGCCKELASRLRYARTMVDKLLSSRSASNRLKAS
GLP-1R agonist – qHTS of GLP-1 Receptor Agonists; hit rate 0.007% among 380,000; Potency, µM (series often up to 45.6 µM), for inactives: at the highest dose activation, usual class: activators; HEK293 GLP-1R CRE-luciferase, luminescence, 4-6 h; cells express a hypersensitive GLP-1R form; further: potency means the concentration at half of the fitted maximal effect; % of control where 0% means no effect
* hit, by the source's call; ? = inconclusive; nt = not tested or not shown; [ ] = another dose, or the depositor's remark. Unless noted, the call rests on the fitted dose curve; in most records, active means well fitted curve in the direction sought with a large enough effect; inconclusive means small, poorly fitted or top-dose-only effect, or another doubt; inactive means no such curve, though single readings can be large; an effect the other way counts as inactive or inconclusive. Compounds were not picked by outcome; overall some 7.8% were active at least once.

SMILES	D3 ag	IL2 activator	PI5P4K alpha inh	WRN helicase inh	DRD3 antagonist	HEK293 tox	GLP-1R inv ag	PLK1 PBD inh	GLP-1R agonist
CC1(C)CC(NC(=O)c2ccc(Cl)cc2Cl)CC(C)(C)N1	3.0	-2.7	-3.6	12.2%	13.3	1.0%	-16.4%	-9.7%	7.0%
O=C(NCc1cccnc1)C(=O)Nc1ccc([N+](=O)[O-])cc1	11.7	-2.1	2.0	-3.8%[57.1 µM]	29.6	-12.3%	8.6%	0.4%	-0.6%
COc1ccccc1CNC(=O)COC(=O)Cc1ccc(Br)cc1	-6.9	0.4	-5.3	-25.6%	?	-1.1%	-11.1%	-7.4%	2.8%
CC12CCC(C(=O)O)(c3nc(C#N)c(C#N)nc31)C2(C)C (centres undefined)	3.0	1.5	nt	-1.0%	19.2	-10.9%	-18.2%	-1.1%	-10.6%
COc1cc([N+](=O)[O-])ccc1NC(=O)NCc1ccco1	-22.5	-5.4	-4.9	6.9%	-19.2	5.1%	15.6%	-14.4%	6.8%
CCn1c(=O)c(C(=O)NCc2ccc(OC)cc2)c(O)c2ccccc21	-12.8	-0.5	4.7	-1.7%	12.1	4.9%	-19.1%	-8.0%	0.0%
O=C(Cc1cccs1)Nc1cccnc1	7.0	-0.7	nt	5.9%	7.1	3.3%	0.1%	-6.4%	-9.4%
COc1ccccc1C(=O)COC(=O)c1cnc(C)cn1	-7.8	-0.6	4.5	-28.7%	?	7.3%	33.6%[activator]	-21.8%	-4.4%
COCCN(Cc1ccc(OC)cc1)c1c(C)nc2ccc(C(=O)NCCc3c[nH]c4ccccc34)cn12	1.0	-0.8	1.7	-4.0%	2.7	-6.1%	?	-2.3%	8.3%
Cc1ccccc1NC(=O)C1CC(=O)OC12CCOC(C)(C)C2 (centres undefined)	3.4	0.0	4.5	-5.5%	5.6	8.5%	12.5%	-6.3%	1.2%
CC(=O)C1=NN(c2ccccc2)C(c2ccc3c(c2)OCO3)N1c1ccc(N2CCOCC2)cc1 (centres undefined)	-8.4	-0.2	4.3	-7.7%	-19.0	0.7%	?	-9.7%	11.4%
Cn1cnnc1SCC(=O)NNC(=O)c1ccc([N+](=O)[O-])cc1	4.3	0.1	-2.4	6.8%	4.3	-12.5%	-6.4%	-2.6%	2.2%
O=C(NCCCc1ccccc1)c1ccc(F)cc1	2.9	0.6	0.8	3.1%	8.3	-3.1%	?	-5.4%	26.4%
O=C(c1ccccc1F)N1N=C(C(F)(F)F)CC1(O)c1ccccc1 (centres undefined)	5.7	-0.2	-2.0	-0.3%	-3.0	-1.5%	?	-7.0%	-9.1%
Cc1cc(C)c(S(=O)(=O)N2CC=C(c3ccccc3)CC2)c(C)c1	-5.3	-0.8	13.7	-11.3%	7.2	11.5%	?	-1.1%	-6.0%
O=C(NNC(=O)c1cccc(O)c1)Nc1ccc([N+](=O)[O-])cc1	-5.7	-0.1	-2.3	-8.2%[57.1 µM]	-57.3*	-3.1%	-0.7%	-4.4%	-4.5%
CN(CCc1ccccn1)C(=O)c1cc(COc2ccc(F)cc2F)on1	3.1	0.2	4.5	-27.3%	29.7	10.4%	-16.0%	4.6%	5.7%
COc1cc(Br)cc(-c2nc3c(c(=O)[nH]c(=O)n3Cc3ccccc3)n2C)c1O	0.0	0.5	-0.9	-11.9%	2.1	-27.3%	?	-10.7%	4.7%
Cc1nn(CC(=O)N2CCc3ccccc3C2)c(C)c1[N+](=O)[O-]	1.8	-2.3	1.2	-7.1%	-2.7	2.1%	4.3%	-5.6%	2.0%
C[C@H](CO)N1C[C@H](C)[C@@H](CN(C)Cc2cccc3c2OCCCO3)OCc2cnnn2CCCC1=O	-5.8	-0.7	-1.8	-2.2%	-16.8	0.7%	15.3%	-17.8%	3.7%
COc1cccc(CC2(CO)CCCN(Cc3cn[nH]c3-c3cc(C)ccc3C)C2)c1 (centres undefined)	0.9	-0.1	-0.4	-0.7%	-11.2	-4.7%	?	6.5%	7.6%
Cc1cc(-c2ccccc2)nc2c(Br)c(=O)[nH]n12	3.7	0.0	3.2	-3.8%	3.1	0.2%	12.5%	-6.4%	-4.9%
Cc1ccnc(NC(=O)CCC(=O)N(CC(=O)NC(C)(C)C)Cc2ccc3c(c2)OCO3)c1	8.8	-1.4	5.8	6.3%	0.9	18.9%	9.2%	-6.3%	7.2%
CN1CCN(CCCNC(=O)c2ccc(CSCc3cccc(Cl)c3)o2)CC1	-9.9	0.0	0.5	-4.1%	6.2	-16.1%	10µM*	-2.6%	21.8%
COc1cc(NC(=O)Cn2nnc(-c3ccccc3N)n2)cc(OC)c1	1.4	-1.0	nt	-14.0%	-0.5	-11.1%	?	-3.7%	-2.8%
COc1ccc(NC(=O)CCC(=O)Nc2cc(OC)c(NC(=O)c3ccco3)cc2OC)c(OC)c1	23.9	-1.9	2.8	-21.6%	7.4	-3.8%	33.9%[activator]	4.5%	13.4%
COc1ccccc1NS(=O)(=O)c1cc(NC(=O)CCC(=O)c2cccs2)ccc1Cl	11.9	-4.8	-24.4	-24.9%	-9.0	4.3%	?	-7.0%	8.1%
Cc1cc(N/C(=N/S(=O)(=O)c2cc(F)ccc2F)c2ccccc2)n(-c2ccccc2)n1	-0.8	0.4	7.4	-17.4%	1.3	1.3%	-30.8%	0.0%	14.0%
NC(=O)C1(NC(=O)[C@@H]2CC3(CC(c4cccc(NC(=O)[C@@H]5CCC(=O)N5)c4)=NO3)CN2C(=O)c2ccccc2)CC1 (some centres undefined)	-10.7	0.0	-6.3	6.3%	-13.9	2.2%	17.9%	-7.4%	-2.5%
O=C(CN1CCCCCC1)Nc1cc([N+](=O)[O-])ccc1Cl	-0.1	-0.5	6.2	-2.3%	2.6	-23.4%	21.7%	-11.2%	5.7%
COc1cccc(C(=O)NC(=S)Nc2ccc3[nH]c(=O)[nH]c3c2)c1	-19.3	2.4	-16.3	-6.8%	-2.8	9.6%	37.1%[activator]	-10.3%	16.5%
CSc1cnn(Cc2ccccc2)c(=O)c1SCc1ccccc1	-2.8	0.5	?	-4.9%	-4.4	-21.3%	?	?	1.1%
O=C(Nc1ccc(S(=O)(=O)Nc2ncccn2)cc1)c1cc([N+](=O)[O-])ccc1Cl	-0.8	6.2	-7.7	8.1%	71.1	4.6%	16.5%	-4.7%	-3.4%
CN(C(=O)c1cccc(NC(=O)Cc2cccc(NC(=O)C3CCN(C(=O)C4CC4)CC3)c2)c1)C1CC1	-11.4	0.2	3.0	5.2%	14.4	1.0%	14.7%	-6.3%	1.4%
Cn1c(=O)c2c(ncn2CC(=O)N2CCN(c3ccc([N+](=O)[O-])cc3)CC2)n(C)c1=O	8.3	-0.5	3.7	-19.4%	13.1	?	-39.3%	0.6%	-1.8%
COc1ccc(C2SCC(=O)N2CCc2ccc(OC)c(OC)c2)cc1 (centres undefined)	0.1	-0.8	0.2	1.0%	-0.4	?	?	-3.6%	7.9%
Cc1nc(SC2CC(=O)N(c3cc(Cl)cc(Cl)c3)C2=O)nc2c1CCCC2 (centres undefined)	8.1	-1.8	6.4	-23.6%	26.1	?	?	-10.2%	-0.4%
O=c1ccc(C(F)(F)F)cn1Cc1cc(=O)n2ccsc2n1	-7.5	-0.3	1.5	13.4%	-16.8	16.1%[7.66 µM]	22.4%[7.66 µM]	-8.4%	0.7%
COc1ccc(CCNc2ccc(C(CC(N)=O)NC(=O)c3cc(OC)ccc3OC)cc2[N+](=O)[O-])cc1 (centres undefined)	-21.6	2.0	1.2	1.1%	0.0	-10.7%	4.5%	1.3%	11.7%
Cc1ccc([N+](=O)[O-])cc1NC(=O)Nc1onc(C)c1C	0.6	-2.2	1.7	2.9%	-2.6	-1.4%	-1.9%	-7.1%	3.4%

Sorted by number of heavy atoms (ascending): some entries from above.
SMILES	D3 ag	IL2 activator	PI5P4K alpha inh	WRN helicase inh	DRD3 antagonist	HEK293 tox	GLP-1R inv ag	PLK1 PBD inh	GLP-1R agonist
CC12CCC(C(=O)O)(c3nc(C#N)c(C#N)nc31)C2(C)C (centres undefined)	3.0	1.5	nt	-1.0%	19.2	-10.9%	-18.2%	-1.1%	-10.6%
O=c1ccc(C(F)(F)F)cn1Cc1cc(=O)n2ccsc2n1	-7.5	-0.3	1.5	13.4%	-16.8	16.1%[7.66 µM]	22.4%[7.66 µM]	-8.4%	0.7%
Cc1ccccc1NC(=O)C1CC(=O)OC12CCOC(C)(C)C2 (centres undefined)	3.4	0.0	4.5	-5.5%	5.6	8.5%	12.5%	-6.3%	1.2%
Cc1ccnc(NC(=O)CCC(=O)N(CC(=O)NC(C)(C)C)Cc2ccc3c(c2)OCO3)c1	8.8	-1.4	5.8	6.3%	0.9	18.9%	9.2%	-6.3%	7.2%

New compounds follow:
SMILES	D3 ag	IL2 activator	PI5P4K alpha inh	WRN helicase inh	DRD3 antagonist	HEK293 tox	GLP-1R inv ag	PLK1 PBD inh	GLP-1R agonist
Cc1c(-c2ccc(Cl)cc2)[n+](=O)c(-c2ccccc2)cn1[O-]	2.5	-0.6	-4.3	2.3%	5.8	-0.8%	-0.5%	2.1%	0.3%
CC(C)(C)OC(=O)NCCCCCc1cn([C@@H](CO)C(=O)NCCCCCCCCCCC(=O)N2CCN(C(=O)OC(C)(C)C)CC2)nn1	57.8*	-0.7	-4.0	-10.9%	129.4	?	?	-4.8%	-9.1%
O=P(O)(CCc1ccccc1)CN1CCCCC1	5.6	8.6	nt	6.8%	8.0	4.8%	0.0%	1.1%	-0.1%
CN(CC(=O)NCc1cccs1)S(=O)(=O)c1cccc2nsnc12	2.1	-2.3	nt	-0.8%	15.7	1.4%	-21.2%	-2.2%	0.8%
Fc1ccc(-c2nnc(-c3ccc(Cl)cc3)o2)cc1	-12.3	-3.0	nt	-4.9%	-17.7	8.3%	0.0%	-13.1%	0.5%

High-throughput results as filed in PubChem BioAssay.
